AMA1 RON2 block = inhibitors of Plasmodium falciparum AMA1-RON2 interaction; 0.2% of 360,000 active; AlphaScreen AMA1-biotinylated RON2 peptide binding; Potency, µM (highest dose often 58.2 µM), for the others: at the top dose activity change, negative = inhibition, usual class: inhibitors;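 also: potency is read from the fitted curve at half-maximal effect; 0% = vehicle wells and -100% = peptide control; nearly all actives have a fitted effect of over 45% in size; some results filed as inactive show a strong effect at the top dose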
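AMA1 (3D7) with his tag at 25 nM final met compounds first, then biotinylated RON2 peptide at 25 nM; detection used donor plus acceptor beads, 10 µg/mL apiece, read by AlphaScreen after 30 min at room temperature.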
AmpC no deterg = blocks E. coli AmpC beta-lactamase in detergent-free assay; P00811; Potency, µM (top dose mostly 57.1 µM), without a hit: at the top dose activity change, negative = inhibition, hits mostly inhibitors; AID 485341; AmpC nitrocefin hydrolysis, absorbance 480 nm, 0.0001% Triton; 0.52% of 330,000 active;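 also: potency is read from the fitted curve at half-maximal effect; plate controls were no compound for no effect and no enzyme for full effect; nearly all actives have a fitted effect of over 20% in size; some results filed as inactive show a strong effect at the top dose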
Target sequence (P00811 whole entry, looked up): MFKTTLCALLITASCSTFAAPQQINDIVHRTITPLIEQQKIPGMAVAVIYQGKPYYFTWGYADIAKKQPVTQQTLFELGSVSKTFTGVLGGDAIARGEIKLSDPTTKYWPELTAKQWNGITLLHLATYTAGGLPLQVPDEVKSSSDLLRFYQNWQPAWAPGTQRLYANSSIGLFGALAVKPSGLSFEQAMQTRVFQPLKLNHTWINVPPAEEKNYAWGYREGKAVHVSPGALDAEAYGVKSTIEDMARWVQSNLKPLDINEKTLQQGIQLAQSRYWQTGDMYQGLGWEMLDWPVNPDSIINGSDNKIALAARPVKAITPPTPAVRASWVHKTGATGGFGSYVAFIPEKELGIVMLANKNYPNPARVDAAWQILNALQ
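20 mM phosphate pH 7.0 + 0.01% (detergent screen) or 0.0001% Triton X-100; 5.3 nM AmpC reagent; cpd preinc 15 min RT; nitrocefin (800 uM stock) to start; A480 q20 s × 4 min; Activity was normalised to no-enzyme and no-compound control wells.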
LmPK inh = inhibitors of Leishmania mexicana pyruvate kinase | Q27686 | purified LmPK, Kinase-Glo ATP luminescence, 1 h | Potency, µM (titrated, usually from 57.5 µM), for the others: at the highest dose activity change, negative = inhibition, most hits filed as inhibitors | 0.37% of 290,000 active | AID 1721; also: potency is read from the fitted curve at half-maximal effect
Target sequence (Q27686 whole entry, looked up): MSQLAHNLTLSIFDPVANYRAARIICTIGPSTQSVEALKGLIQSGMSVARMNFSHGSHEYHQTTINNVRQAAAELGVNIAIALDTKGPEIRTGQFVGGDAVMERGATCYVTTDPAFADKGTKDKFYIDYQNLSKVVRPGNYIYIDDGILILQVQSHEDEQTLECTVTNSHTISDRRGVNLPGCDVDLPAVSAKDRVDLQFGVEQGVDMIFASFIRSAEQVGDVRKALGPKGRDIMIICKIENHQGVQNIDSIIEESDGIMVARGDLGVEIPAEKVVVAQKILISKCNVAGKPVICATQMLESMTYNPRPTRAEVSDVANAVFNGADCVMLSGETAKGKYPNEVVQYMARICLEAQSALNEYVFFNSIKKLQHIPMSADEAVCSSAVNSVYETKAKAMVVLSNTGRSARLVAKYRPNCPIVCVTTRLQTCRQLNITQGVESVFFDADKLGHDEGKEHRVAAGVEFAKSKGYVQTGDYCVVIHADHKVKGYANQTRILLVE
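In 50 mM imidazole pH 7.2 with 7 mM MgCl2, LmPK (0.1 nM) turned over PEP (0.5 mM) and ADP (0.1 mM) for 1 h at room temperature. Luciferase read-out of ATP.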
HCV inh = HCV inhibition; Huh7.5.1 HCVcc-Cre infection, luciferase reporter, 44 h; Potency, µM (series often up to 41.8 µM), for the others: at the top dose activity change, negative = inhibition, most hits filed as inhibitors; 3.4% of 340,000 active; AID 651820; also: potency is read from the fitted curve at half-maximal effect
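Cells (1,000/well) were plated 4 h before compound, then infected with HCVcc-Cre virus (~0.5 moi). After 44 h further culture, infection was read as luciferase luminescence following a 15 min substrate incubation at room temperature.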
HCMV inh = inhibitors of human cytomegalovirus; HFF cells, HCMV-luciferase reporter, 72 h; active compounds read low; activity change, negative = inhibition, % at 57.5 µM; 4.5% of 410,000 active; in the data active = activity change below about -60%; inconclusive = no clear call, values can overlap the other calls; inactive = above about -39%
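HFF cells seeded 16 h at 37C, treated with compounds, infected with luciferase-reporter HCMV at MOI 1 PFU/cell; luciferase read at 72 h post infection, normalized to buffer-only and Salinomycin controls.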
AmpC inh detg = inhibitors of E. coli AmpC beta-lactamase with detergent | Potency, µM (doses to about 114 µM), without a hit: top-dose activity change, negative = inhibition, most hits filed as inhibitors | 0.041% of 370,000 active | AmpC hydrolysis of nitrocefin, absorbance 480 nm, 0.01% Triton | P00811;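 also: potency is read from the fitted curve at half-maximal effect; 0% = no-compound wells and -100% = no-enzyme wells; nearly all actives have a fitted effect of over 25% in size; some results filed as inactive show a strong effect at the top dose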
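20 mM phosphate pH 7.0 + 0.01% (detergent screen) or 0.0001% Triton X-100; 5.3 nM AmpC reagent; cpd preinc 15 min RT; nitrocefin (800 uM stock) to start; A480 q20 s × 4 min; Activity was normalised to no-enzyme and no-compound control wells.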
TbPYK inhibitor = inhibitors of Trypanosoma brucei pyruvate kinase. Q57TT1. TbPYK enzyme, Kinase-Glo Plus ATP luminescence, 45 min. Potency, µM (titrated, usually from 76.8 µM), for the others: top-dose activity, negative = inhibition, hits mostly inhibitors. 0.12% of 410,000 active. AID 624173; also: potency is read from the fitted curve at half-maximal effect; nearly all actives have a fitted effect of over 50% in size
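Luminescent Kinase-Glo Plus end-point after 45 min room-temperature reaction of T. brucei pyruvate kinase started with 130 uM ADP (final). Buffer TEA 50 mM pH 7.2 with KCl, MgCl2, BSA, Tween-20; titration-based qHTS with fitted concentration-effect curves.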
Active calls of the source: *; ? = inconclusive; . = not tested or not shown; & = joins results of further samples; [ ] = another dose, or the depositor's remark. Unless noted, calls follow the shape of the dose curve; as a rule, active = well fitted curve in the direction sought with a large enough effect; inconclusive = small, poorly fitted or top-dose-only effect, or another doubt; inactive = no such curve, though single readings can be large; an effect the other way counts as inactive or inconclusive. Unless noted, % is scaled to controls: 0 for no effect and ±100 for the full control effect.

The first 3 entries, to show the layout:
No.	canonical_smiles	AMA1 RON2 block	AmpC no deterg	LmPK inh	HCV inh	HCMV inh	AmpC inh detg	TbPYK inhibitor
1	O=C(NCc1cccnc1)C1CCN(S(=O)(=O)N2CCC3(CC2)OCCO3)CC1	1.8%	-9.1%	4.7%	9.8%	-35.7	-5.8%	9.1%
2	CC1CCCN(c2ccc(C(=O)OCC(=O)N3c4ccccc4Sc4ccccc43)cc2[N+](=O)[O-])C1 (stereo not drawn)	-18.0%	-22.6%	-0.6%	-0.5%	-38.4	-1.8%	4.6%
3	Cc1c(O)ccc(C(=O)CN2CCN(Cc3ccc4c(c3)OCO4)CC2)c1O	-2.5%	-19.6%	4.9%	1.5%	-32.1	-14.0%	-12.3%

The list itself, from the first entry:
No.	canonical_smiles	AMA1 RON2 block	AmpC no deterg	LmPK inh	HCV inh	HCMV inh	AmpC inh detg	TbPYK inhibitor
1	O=C(NCc1cccnc1)C1CCN(S(=O)(=O)N2CCC3(CC2)OCCO3)CC1	1.8%	-9.1%	4.7%	9.8%	-35.7	-5.8%	9.1%
2	CC1CCCN(c2ccc(C(=O)OCC(=O)N3c4ccccc4Sc4ccccc43)cc2[N+](=O)[O-])C1 (stereo not drawn)	-18.0%	-22.6%	-0.6%	-0.5%	-38.4	-1.8%	4.6%
3	Cc1c(O)ccc(C(=O)CN2CCN(Cc3ccc4c(c3)OCO4)CC2)c1O	-2.5%	-19.6%	4.9%	1.5%	-32.1	-14.0%	-12.3%
4	CN1Cc2cccc3c2C(Cc2ccccc2S3)C1 (stereo not drawn)	-0.4%	10.5%	0.8%	?	?	-9.2%	-3.2%
5	COc1ccc(Nc2ccc3nnc(-c4ccc(Br)cc4)n3n2)cc1	.	-7.6%	-0.1%	.	.	0.1%	.
6	CCCCCCOc1ccc(-c2ccc(C#N)cn2)cc1	61.2%[activator]	-20.1%	-0.2%	-4.0%	-26.1	1.3%	-3.6%
7	CCC(CC)COC(=O)C1=C(C)NC(=O)NC1c1cc(OC)ccc1OC (stereo not drawn)	-3.7%	-6.5%	-2.1%	-23.9%	11.2	-15.4%	4.0%
8	Cc1cccc(C(=O)Nc2ccc(NC(=O)Cc3ccc(Cl)cc3)cc2)c1	2.2%	-16.9%	2.5%	32.4%[activator]	-16.1	-0.1%	3.7%
9	C=CCC1(CC=C)CCCN1C(=O)CC1C(=O)NCCN1Cc1ccccc1OC (stereo not drawn)	9.0%	-1.5%	3.5%	-19.4%	127.6	-7.3%	4.5%
10	CCCCCCCC(=O)N/N=C(/C)c1c(O)cc(C)oc1=O	43.0%[activator]	-17.2%	0.2%	-20.3%	-16.7	3.1%	1.0%
11	O=C(NNc1cccc(Cl)n1)c1c(F)cccc1F	21.8%	2.6%	-23.6%	-9.1%	-24.7	2.5%	0.9%
12	COC(=O)[C@@]12CCCCN1[C@H](c1ccc(-c3cc(C(C)=O)cs3)c(OC)c1)[C@H]1C(=O)N(C)C(=O)[C@H]12	-3.4%	-37.3%	.	1.1%	-21.9	-5.3%	0.9%
13	COC(=O)c1ccccc1NC(=O)CCCS(=O)(=O)c1nc(-c2ccccc2OC)cc(C(F)(F)F)n1	.	.	.	.	11.0	7.3%	-9.1%
14	COc1ccc(C(C)=O)cc1COC(=O)c1ccc(C)c(S(=O)(=O)N2CCOCC2)c1	-20.8%	145.5%[activator]	.	?	0.5	-1.8%	-2.0%
15	COc1ccccc1N1CCN(C(=O)c2ccc3ncsc3c2)CC1	8.8%	.	.	-4.9%	-7.5	.	2.7%
16	COc1ccccc1CNC(=O)Cn1c(=O)oc2cc(Cl)ccc21	?	-24.0%	-0.1%	-29.0%	?	2.5%	4.5%
17	CCOc1ccc(CC(=O)Nc2cc(=O)n(C)c(=O)n2C)cc1	-3.9%	-6.0%	-2.4%	-1.3%	-16.8	-5.7%	-2.5%
18	C=CCn1c(SCC(=O)Nc2cccc3ccccc23)nc(O)c(CC)c1=O	-3.7%	-31.0%	-1.2%	6.3%	-9.3	2.4%	0.9%
19	CCOc1cccc(CC(=O)NCc2ccc3c(c2)CCN3C(=O)c2cccc(C)c2)c1OCC	.	.	.	.	-67.4*	-0.2%	3.3%
20	COCCNC(=O)[C@@H]1CCCN1C(=O)C1CCN(S(=O)(=O)c2ccc(C)cc2)CC1	2.7%	-0.6%	-1.2%	37.5%[activator]	-23.1	-1.9%	10.5%
21	CSc1ccccc1NC(=O)c1cc(S(=O)(=O)N(C)C)ccc1N1CCCC1	92.1%[activator]	-5.2%	-4.0%	8.6%	-31.4	2.2%	4.0%
22	COc1cc(OC)cc(-c2c(Sc3ccccc3)c3cc(-c4ccc(OC)c(F)c4)ccc3n2C)c1	5.3%	.	.	.	-17.4	.	-0.1%
23	O=C1c2ccccc2C(=O)N1Cc1nc(-c2ccncc2)no1	-3.9%	-8.3%	0.2%	6.7%	31.5	-8.7%	-7.6%
24	COc1cc(C#Cc2ccc3cc(CCO)oc(=O)c3c2)cc(OC)c1	7.7%	139.9%[activator]	.	?	103.4	.	3.8%
25	Cc1csc(NC(=O)c2ccc3c(=O)n4c(nc3c2)CCCCC4)n1	-6.7%	-1.9%	-6.5%	?	21.1	-2.7%	0.6%
26	CC(C)CCNC(=O)NC(=O)COC(=O)/C=C/c1cnc2ccccc2n1	6.2%	-8.8%	0.2%	7.8%	7.4	0.5%	22.4%
27	CCc1nc2ccccc2n1CCCCOc1cccc(C)c1	.	.	.	.	-13.5	16.3%	1.9%
28	CCCCNC(=O)C1(C)CCCCN1C(=O)c1sccc1C (stereo not drawn)	-11.6%	.	.	.	6.9	.	-15.6%
29	CCOC(=O)CCNC(=O)CCc1nnc(CCCc2ccccc2)o1	13.9%	3.9%	1.8%	-7.1%	34.4	-4.4%	0.8%
30	COc1ccc(-c2nnc(SC(=O)N3c4ccccc4Sc4ccccc43)o2)cc1	-7.5%	-38.6%	-2.1%	-12.9%	10.6	?	-17.4%
31	CCCCCCN1C=CC(=C2C(=O)c3ccccc3C2=O)C=C1	-6.4%	-10.3%	?	2.7%	-66.4*	1.9%	-2.0%
32	CCc1nnc(NC(=O)c2cccc(S(=O)(=O)N(C)c3ccc(OC)cc3)c2)s1	-8.0%	-31.2%	4.1%	-0.4%	-23.7	-4.6%	-8.6%
33	CCOC(=O)C1CCN(S(=O)(=O)c2ccc(N3CCCCS3(=O)=O)cc2)CC1	.	.	.	.	-9.9	9.8%	2.0%
34	CCOc1ccc(C2c3[nH]c4ccccc4c3CCN2Cc2cn(CC)nc2C)cc1 (stereo not drawn)	-0.1%	100.8%[activator]	2.7%	6.2%	49.5	7.1%	7.0%
35	CCOC(=O)c1c(S(=O)(=O)NCCc2cccs2)c(C)n(C)c1C	-5.1%	1.0%	9.0%	4.8%	-35.0	-1.3%	2.7%
36	O=C(O)c1ccc(-n2nnnc2SCc2ccccc2)cc1	-9.7%	-9.3%	-0.3%	13.0%	22.6	2.5%	.
37	Cc1ccnc(Sc2ncccc2[N+](=O)[O-])n1	20.3%	-14.1%	-7.4%	4.7%	-7.6	-6.8%	0.6%
38	CC(=O)c1cn(CC(=O)NCc2ccco2)c2ccccc12	-18.0%	2.1%	-4.1%	-29.7%	-1.8	-2.3%	-9.4%
39	CC1=C(/C=C/C(C)=C/C=C/C(C)=C/CO)C(C)(C)CCC1	-15.6%	.	.	-11.4%	.	.	-0.5%&-9.7%
40	Cc1cccc(-n2ncc3c(N4CCCCCC4)ncnc32)c1	.	.	.	.	-60.6*	9.4%	-4.5%
41	O=C(Nc1c(C(=O)Nc2ccc(F)cc2)oc2ccccc12)c1cc2ccccc2o1	.	.	.	.	12.7	-6.4%	-6.8%
42	COCCN(C(=O)CCSc1ccc(F)cc1)c1c(N)n(Cc2ccccc2)c(=O)[nH]c1=O	12.1%	32.0%	.	0.1%	-6.0	?	-7.3%
43	CCC1CCCCN1CCCNC(=O)C1CCN(S(=O)(=O)N2CCCCC2)CC1 (stereo not drawn)	7.1%	4.4%	-3.2%	-27.8%	?	0.2%	-3.0%
44	COc1ccc(S(=O)(=O)N2CCOCC2)cc1C(=O)NCc1c(C)nn(Cc2ccccc2)c1C	6.8%[11.6 µM]	.	.	?	-14.1	.	1.7%
45	CC[C@]12c3[nH]c4ccc(Cl)cc4c3CCN1C(=O)[C@@H](CC(=O)NCCCOC)C[C@@H]2C(=O)N1CCN(C(=O)c2ccco2)CC1	1.7%	253.3%[activator]	.	12.8%	8.1	.	-0.1%
46	NC(=O)c1cnn2c(C(F)(F)F)cc(-c3ccccc3)nc12	4.9%	.	0.2%	-3.3%	28.1	3.3%	-12.2%
47	CCSc1nnc(NC(=O)CSc2nccn2-c2cccc(C)c2)s1	-5.5%	-6.9%	0.1%	9.0%	-19.0	1.0%	-6.4%
48	Cc1cccc(C(=O)C2CCN(S(=O)(=O)c3cccc(C(=O)O)c3)CC2)c1	-1.7%	-10.2%	-0.4%	4.2%	10.4	-8.4%	3.4%
49	Cc1cc2ncn(-c3ncnc4sc5c(c34)CCC(C)C5)c2cc1C (stereo not drawn)	-7.1%	-12.8%	2.9%	-9.7%	4.1	0.2%	-4.6%
50	Cc1ccc(Cn2c(=O)n(CCc3ccccc3)c(=O)c3sc4ccccc4c32)cc1	.	.	.	.	35.0	-1.2%	-1.1%
51	CC1CC(=O)Nc2ccc([N+](=O)[O-])cc2N1C (stereo not drawn)	-3.1%	-18.8%	-2.5%	13.0%	10.2	-7.6%	-1.4%
52	COc1ccc(C2C(C(=O)N3CC(C)CC(C)C3)c3ccccc3C(=O)N2C)cc1 (stereo not drawn)	-2.3%	61.0%[activator]	-3.2%	20.7%	143.6	2.4%	1.0%
53	CSc1nsc(SC)c1NC(=O)N1CCCC1	13.9%	1.1%	2.8%	16.6%	-23.5	5.8%	?
54	COc1ccc(N2C(=O)C3C4c5ccccc5C(C=Nc5ccc(C)cc5C)(c5ccccc54)C3C2=O)cc1 (stereo not drawn)	-2.7%	.	.	?	17.4	.	2.2%

Compound activity from PubChem.
